# SUMO1 PPI mod = SUMO1-SIM interaction modulation | P63165 | 360,000 compounds, 0.33% hits | SUMO1 binding to a labelled peptide, TR-FRET, 1 h | inhibition, % at 20 µM; in the data active = inhibition above about 37%
# Target sequence (P63165 whole entry, looked up): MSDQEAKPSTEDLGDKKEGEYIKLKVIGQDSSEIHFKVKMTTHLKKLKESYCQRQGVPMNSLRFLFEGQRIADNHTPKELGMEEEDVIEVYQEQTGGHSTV
# Scp-1 inhibitor = blocks human Scp-1 phosphatase activity. Q9GZU7. Recombinant Scp1, phosphopeptide, malachite green phosphate absorbance. inhibition, % at 20 µM. 340,000 compounds, 0.88% hits. AID 493091;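 active = inhibition above about 50% at 20 µM, limit read from the data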;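 note: plate controls were DMSO wells with enzyme for no effect and wells lacking enzyme for full effect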
# Target sequence (Q9GZU7 76-261 limits assumed): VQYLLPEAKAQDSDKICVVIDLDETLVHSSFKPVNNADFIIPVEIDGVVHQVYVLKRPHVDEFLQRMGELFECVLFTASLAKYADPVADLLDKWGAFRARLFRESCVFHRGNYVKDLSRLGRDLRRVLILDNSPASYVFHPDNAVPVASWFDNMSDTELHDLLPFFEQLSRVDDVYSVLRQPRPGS
#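 System: SCP-1 catalytic domain; Reagent: Phospho 17-mer peptide substrate; Doses: one concentration, 20 µM, with 1.0% DMSO; Incubation: 45 min room-temperature reaction, 5 min colour, 30 min stabiliser; Signal: Phosphate-binding colour reagent, absorbance read at 630 nm.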
# eLon inh = inhibits E. coli Lon protease. P0A9M0. purified E. coli Lon protease, fluorescence polarization. inhibition, % at 7.94 µM. 360,000 compounds, 0.42% hits; in the data active = inhibition above about 13%, passing the limit was not always enough;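 note: 0% = enzyme with probe and DMSO and 100% = no enzyme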
# Target sequence (P0A9M0 whole entry, looked up): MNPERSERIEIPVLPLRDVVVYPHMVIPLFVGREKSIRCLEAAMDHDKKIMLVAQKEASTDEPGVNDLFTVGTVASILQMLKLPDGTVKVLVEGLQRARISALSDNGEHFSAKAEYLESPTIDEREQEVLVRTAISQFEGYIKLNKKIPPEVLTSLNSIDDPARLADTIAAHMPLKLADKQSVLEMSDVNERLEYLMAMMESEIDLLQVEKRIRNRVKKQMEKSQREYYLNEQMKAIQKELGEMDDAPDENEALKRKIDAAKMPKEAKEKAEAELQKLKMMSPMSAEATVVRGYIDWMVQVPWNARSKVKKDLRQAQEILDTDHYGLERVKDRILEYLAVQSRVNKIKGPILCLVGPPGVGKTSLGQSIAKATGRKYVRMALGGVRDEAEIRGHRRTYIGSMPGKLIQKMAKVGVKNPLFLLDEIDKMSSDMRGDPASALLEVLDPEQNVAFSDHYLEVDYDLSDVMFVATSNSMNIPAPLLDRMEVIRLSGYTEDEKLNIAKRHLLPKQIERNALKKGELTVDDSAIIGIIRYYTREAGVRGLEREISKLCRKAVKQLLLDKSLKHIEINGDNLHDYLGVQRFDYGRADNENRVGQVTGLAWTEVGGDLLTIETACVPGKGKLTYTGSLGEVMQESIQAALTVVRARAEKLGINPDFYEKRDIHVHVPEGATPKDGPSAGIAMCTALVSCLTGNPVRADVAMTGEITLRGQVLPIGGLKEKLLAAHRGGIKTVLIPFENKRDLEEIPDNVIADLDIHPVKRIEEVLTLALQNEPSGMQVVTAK
# Tb MetRS inh = blocks T. brucei methionyl-tRNA synthetase activity; purified T. brucei MetRS, ATP depletion, Kinase-Glo luminescence; inhibition, % at 11.9 µM; 360,000 compounds, 0.4% hits; AID 624268;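 active = inhibition above a per-plate cutoff of the control wells' mean inhibition plus 3 SD, cut at about 5.5% in these data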;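 note: 0% = DMSO wells median and 100% = median of wells with control inhibitor compound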
#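 Assay system: T. brucei methionyl-tRNA synthetase, purified | Medium: HEPES buffer with MgCl2, KCl, DTT, spermine, BSA, pyrophosphatase | Compound: 11.9 µM single point | Incubation: 15 min enzyme-compound preincubation, 2 h reaction, 10 min detection, 25 °C | Measured by: Kinase-Glo luciferase luminescence reporting remaining unconsumed ATP | Measure: % inhibition normalized to control-well medians | Replication: Singlicate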
# LMPTP block = LMPTP (human) inhibition. P24666. recombinant LMPTP-A, OMFP fluorogenic substrate, fluorescence intensity. inhibition, % at 20 µM. 360,000 compounds, 0.22% hits. AID 651560;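 active = compounds that cut the enzyme signal by at least half of the control window in the single-dose screen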;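 note: plate controls were DMSO wells with enzyme plus substrate for no effect and substrate without enzyme for full effect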
#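 Assay system: LMPTP-A enzyme. Input: 0.625 nM LMPTP-A final. Probe or stimulus: 400 µM OMFP. Compound dosing: single 20 µM dose. Schedule: 50 min dark incubation at room temperature. Detection: fluorescence intensity of OMFP turnover product. Read-out: percent inhibition versus substrate-only and uninhibited controls. Benchmarks: no-enzyme low control, uninhibited high control.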
# NRP1-CendR mod = alters CendR peptide binding to human NRP-1 | inhibition, % at 25 µM | O14786 | 360,000 compounds, 0.85% hits | FAM-RPARPAR peptide binding to NRP-1, fluorescence polarization;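 active = inhibition or corrected inhibition above about 18%, plus a signal ratio from 0.5 to 1.5, limit read from the data, passing the limit was not always enough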; note: strong numbers were not always called active
# MsrA inh = bovine MsrA inhibition. purified bovine MsrA, absorbance read-out. inhibition, % at 15.5 µM. 360,000 compounds, 0.75% hits; in the data active = inhibition above about 4.5%;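 note: 0% = vehicle wells with enzyme and 100% = reference inhibitor wells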
# DNMT1 inh = inhibitors of human DNMT1; AID 588458; inhibition (reported as % activation of signal), % at 10 µM; 360,000 compounds, 0.83% hits; P26358; DNMT1 molecular beacon, Hinp1I cleavage, fluorescence; in the data active = inhibition above about 50%
# STEP inh = inhibitors of human striatal-enriched phosphatase STEP; P54829; 360,000 compounds, 0.25% hits; recombinant STEP, OMFP fluorogenic substrate, fluorescence; inhibition, % at 20 µM;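 active = inhibition at 20 µM, scaled per plate between control wells, above about 37%, limit read from the data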;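 note: 0% = DMSO with enzyme and substrate and 100% = substrate only without enzyme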
#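 material = STEP tyrosine phosphatase | reagent = fluorogenic phosphatase substrate OMFP at 25 µM final | doses = single compound dose of 20 µM, 1% DMSO final | schedule = 20 min reaction, room temperature, in the dark | measured by = fluorescence, 480/540 nm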
# MsrA act = activators of bovine methionine sulfoxide reductase A | purified bovine MsrA, absorbance read-out | 360,000 compounds, 0.3% hits | AID 602163 | activation, % at 10.6 µM; in the data active = activation above about 7.5%;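 note: 0% = vehicle and 100% = reference activator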
# Starred values were filed as active, the others as inactive; . = not tested or not shown.
SMILES,SUMO1 PPI mod,Scp-1 inhibitor,eLon inh,Tb MetRS inh,LMPTP block,NRP1-CendR mod,MsrA inh,DNMT1 inh,STEP inh,MsrA act
COC(=O)[C@]12CCCCC=C1N(Cc1ccc(Cl)cc1Cl)C(=O)[C@H](CC(=O)NCC13CC4CC(CC(C4)C1)C3)C2,7,.,-5,0.1,5.3,11,-1.4,.,.,-1
COc1ccc(CN2CCNC(=O)C2CC(=O)N(C)Cc2ccon2)c(OC)c1 (stereo not drawn),4,-7,0,-0.7,0.8,9,0.9,-9,1,-8
CC(=O)Nc1ccc(OCCCNC(=O)c2c(-c3ccccc3)noc2C)cc1,-2,-11,-1,-0.4,0.0,2,-0.3,5,0,-7
COc1ccccc1C(=O)NC(=S)Nc1ccc(N2CCOCC2)c(Cl)c1,-3,-7,-13,-0.3,-0.2,16,-1.0,-6,1,-4
O=C(CCN1CCN(S(=O)(=O)c2ccc(Cl)cc2)CC1)Nc1ccc(F)cc1,-1,-10,4,-0.1,0.9,10,-0.6,-3,0,-1
O=C(NNC(=O)c1ccc(Cl)cc1Cl)c1cccs1,0,-5,-14,-0.6,1.3,12,0.9,0,-1,-3
C=CCNC(=O)c1ccc(Sc2ccccc2)c([N+](=O)[O-])c1,-22,-7,8,-0.8,-0.8,4,-0.7,2,-3,-4
Cc1nc2scc(C)n2c(=O)c1S(=O)(=O)Nc1ccc(N2CCN(C(=O)C(C)C)CC2)cc1,-2,5,-4,0.3,-0.3,7,1.1,-1,2,-4
CCCCOc1cccc(C(=O)NNC(=S)NC2CCCCC2)c1,-1,-4,-7,-0.8,-0.6,9,-0.9,-5,4,0
COc1ccc(-c2nn(-c3ccccc3)cc2C(=O)NC2CC2)cc1,1,-10,-1,-0.4,-0.6,-1,1.0,-1,-1,-2
CCC(C)Nc1cc(C)nc2ncnn12 (stereo not drawn),-2,-14,-1,-0.2,-0.5,-2,2.4,-4,-3,-3
Cc1cccc(OCCSc2nc3c([nH]2)c(=N)ncn3Cc2ccccc2)c1,0,7,11,0.6,13,-9,0.9,0,2,-1
O=C(NC(=S)Nc1ccccc1Br)C1CC1,-2,-2,-10,0.7,-1.4,-6,0.6,1,-1,-7
CS(=O)(=O)N(CC(=O)Nc1ccc2c(c1)OCCO2)Cc1ccc(Cl)cc1,0,-7,-3,1.4,-0.5,4,-0.9,-7,2,-3
CC(=O)CC(=O)Nc1ncccn1,0,-1,-1,-0.6,0.4,8,0.2,0,0,-6
Cc1ccc2nc(SCC(=O)NC3CCCCC3)nc(=O)n2c1,-5,-2,-9,-0.3,-0.7,-5,2.3,1,1,1
CCC(C)(C)NC(=O)C(c1ccc(F)cc1)N(Cc1cccc(OC)c1)C(=O)c1cnccn1 (stereo not drawn),-2,7,-10,-1.4,0.9,14,-1.1,8,-2,-10
CCCCCCC(=O)Nc1c2c(nc3ccccc13)N(C)CC2,4,-1,-1,0.2,2.4,10,0.8,1,1,-8
CC(C)CCn1c(N2CCCC2)nc2c1c(=O)n(C)c(=O)n2C,4,-2,-13,-0.7,-1.2,-3,-0.6,1,-1,1
COc1ccc(OC(=O)COc2ccc(C)cc2)cc1,-4,-22,-3,1.4,0.3,-14,-0.7,0,-2,-5
CC(=O)Nc1ccc(C(=O)NCCCOC(C)C)cc1,1,-15,7,1.3,-1.2,5,-0.6,-1,7,-4
COc1cccc(OC)c1C(=O)Nc1sc2c(c1C#N)CCC2,6,0,-3,-1.2,0.4,-8,-0.2,3,0,-1
CC(OC(=O)CCCc1nc2ccccc2s1)C(N)=O (stereo not drawn),6,-1,-4,-1.1,-1.1,2,0.1,0,2,-10
CC(C)c1ccc(N(CC(=O)NCCCN2CCOCC2)S(=O)(=O)c2ccccc2)cc1,0,-5,-11,-0.5,-0.3,-1,2.3,3,1,0
CCN(CC)C(=O)Cn1cc(S(=O)(=O)CC(=O)Nc2ccccc2C)c2ccccc21,1,-5,-9,-0.1,-1.3,4,1.2,2,0,-2

# Three compounds from above, arranged by their value in SUMO1 PPI mod, largest number first.
SMILES	SUMO1 PPI mod	Scp-1 inhibitor	eLon inh	LMPTP block	NRP1-CendR mod	MsrA inh	DNMT1 inh	STEP inh	MsrA act
COC(=O)[C@]12CCCCC=C1N(Cc1ccc(Cl)cc1Cl)C(=O)[C@H](CC(=O)NCC13CC4CC(CC(C4)C1)C3)C2	7	.	-5	5.3	11	-1.4	.	.	-1
CCCCCCC(=O)Nc1c2c(nc3ccccc13)N(C)CC2	4	-1	-1	2.4	10	0.8	1	1	-8
CCC(C)Nc1cc(C)nc2ncnn12 (stereo not drawn)	-2	-14	-1	-0.5	-2	2.4	-4	-3	-3

# Other results.
SMILES,SUMO1 PPI mod,Scp-1 inhibitor,eLon inh,Tb MetRS inh,LMPTP block,NRP1-CendR mod,MsrA inh,DNMT1 inh,STEP inh,MsrA act
Cc1cc(OCC(=O)C(C)(C)C)c2c(-c3ccccc3)cc(=O)oc2c1,-15,-7,4,-1.3,1.4,-177,0.2,2,2,-7
O=c1cc(CCl)nc(Cc2c(Cl)cccc2Cl)[nH]1,-1,-7,-2,0.1,-1.5,6,-1.0,5,-1,1
Cc1cc(-n2nnc3ccccc32)nc2ccccc12,-4,-8,1,-1.3,0.9,-4,0.9,3,1,-10
CC[C@@H]1Cc2[nH][nH]c(=O)c2[C@H](c2ccc(Cl)cc2)O1,-2,.,1,-0.6,-0.3,-18,-1.3,.,.,-1
CC(C)(C)Sc1ccccc1S(=O)(=O)C(C)(C)C,-1,-8,14,-0.8,-1.3,1,-0.3,2,-2,-4
Cc1ccc(-n2cccc2/C=C2/C(=N)N3C(=NC2=O)SN=C3S(C)(=O)=O)cc1Cl,13,38,-47,-0.2,12,-99,1.4,84*,11,-6
CCOc1ccccc1NC(=O)C1CCCN(S(C)(=O)=O)C1 (stereo not drawn),1,-2,-8,-1.6,-0.7,-3,0.9,0,-2,-5
Cc1sc2nc(SCc3nc(-c4cccs4)no3)n(-c3ccccc3)c(=O)c2c1C,-1,-10,-4,-0.5,1.2,10,1.5,1,1,-4
COc1ccc(NC(=O)N(C)C[C@H]2Oc3ccc(NC(=O)Cc4ccccc4)cc3CC(=O)N([C@H](C)CO)C[C@H]2C)cc1,5,2,-11,-0.2,-0.6,-4,-0.7,2,2,-2
CNC(=O)c1cc(C(=O)c2ccc(C(F)(F)F)cc2F)c[nH]1,-5,0,1,0.3,-0.2,6,0.9,0,-2,0
Cc1[nH]c(N=Nc2ccccc2)nc1N=Nc1ccccc1,-50,-10,-7,-0.3,8.1,0,0.3,-1,9,-4
Cc1ccc(CSCc2ccc(C(=O)NCCC(C)C)o2)cc1,3,-2,3,2.0,1.2,9,-1.4,4,0,1
CCOc1ccc(N2C(=O)CN(c3cccc4ccccc34)C2=S)cc1,-4,-11,-2,0.2,-0.6,4,-0.3,3,-4,-3
Cc1cccc(OCC(=O)NC(=S)Nc2ccc(S(=O)(=O)NC3CCCCC3)cc2)c1,0,0,-7,-0.8,3.2,-13,0.4,-16,1,4
O=c1ccc(-c2ccc(S(=O)(=O)Nc3cccc([N+](=O)[O-])c3)s2)n[nH]1,-11,13,0,1.0,0.3,7,2.4,6,20,-3
Cc1cc(SCC(=O)N/N=C/c2ccc(O)c(O)c2)nc2ccccc12,-4,22,-9,-0.2,5.2,-32,0.2,13,8,0
CCCCN(C(=O)c1cccc(-n2cccc2)c1)c1c(N)n(CCCC)c(=O)[nH]c1=O,16,70*,-12,-0.2,2.8,-42,-0.3,46,3,-2
CCN(c1ccc(NC(=O)COC(=O)c2ccc(C)s2)cc1)C(C)C,1,3,5,0.0,-0.7,-7,-1.3,-1,2,-3
Cc1cnc(C(=O)OCC(=O)Nc2ccc(C)c(S(=O)(=O)N(C)C)c2)cn1,1,-2,-5,-0.5,-0.8,-19,-0.3,-7,0,-4
O=C(c1ccc(-c2ccc([N+](=O)[O-])cc2)o1)N1CCN(S(=O)(=O)c2cccs2)CC1,-16,-8,-8,0.1,3.8,-10,-1.2,-7,-2,-2
CCN(CC)C(=S)NC(=O)C12CC3CC(CC(C3)C1)C2,0,-8,2,0.0,2.0,-7,1.2,1,-3,1
O=C(N/N=C/c1cccc(O)c1)N/N=C/c1cccc(O)c1,-14,-9,-12,-0.7,3.2,0,0.4,-1,-1,-2
COc1ccc(NC(=O)C(NC(=O)c2ccc(=O)[nH]c2)c2ccc(C)cc2)cc1 (stereo not drawn),1,-3,-4,-0.4,-1.0,-6,0.1,-7,-1,-3
CC1(C)CC(=O)C2=C(C1)OC1=C(C(=O)CC(C)(C)C1)C2c1cc([N+](=O)[O-])cc([N+](=O)[O-])c1O,-9,1,7,-0.8,1.1,-13,2.4,-3,6,-9
Cc1ccc(-c2oc3ncnc(N)c3c2-c2ccc(C)cc2)cc1,0,15,8,-0.9,1.1,-4,0.8,7,-1,-15

# (continued)
SMILES,SUMO1 PPI mod,Scp-1 inhibitor,eLon inh,Tb MetRS inh,LMPTP block,NRP1-CendR mod,MsrA inh,DNMT1 inh,STEP inh,MsrA act
CCC(C)OC(=O)n1ccc(C(=O)Nc2nccs2)n1 (stereo not drawn),-2,0,-4,-0.2,-0.6,-2,0.3,13,-2,-3
C/C(=N\NC(=O)C(N)=O)c1ccc(NC(=O)c2cccs2)cc1,-8,14,2,-0.8,4.0,-1,1.9,12,3,-6
CSCc1cc(C(=O)NCCN2CCOCC2)c(N)s1,-12,.,.,-0.4,3.3,-37,0.5,.,.,.
CCOc1ccccc1NC(=S)N1CCN(c2cccc(OC)c2)CC1,3,-5,-5,-0.7,0.1,-12,0.3,-6,2,8.5*
OC(c1ccc(F)cc1)c1nc(/C=C/c2ccccc2)cs1 (stereo not drawn),-15,.,-2,-0.3,1.9,4,-1.0,-3,-2,-3
CC(C)Sc1nc2ncnc(N)c2[nH]1,-2,-5,-8,-0.4,3.9,2,1.0,1,3,-1
COc1ccc(OC)c(S(=O)(=O)N(C)CC(=O)Nc2ccc3c(c2)OCO3)c1,0,-12,-14,0.1,1.1,32*,0.2,-6,-12,-1
O=C(O)CNc1ccccc1C(=O)O,14,42,17,-0.6,0.1,-9,0.2,27,-3,0
CN(C)CC(C)(C)NS(=O)(=O)c1ccc(Cl)cc1,0,0,-2,-1.1,-0.8,2,0.7,5,-4,-13
CC(C)CNC(=O)c1ccccc1Oc1ccccc1,1,3,-5,-1.2,-1.4,4,-0.3,1,-1,-6
COc1ccc(-c2cc(-c3ccc(O)cc3)nc(N)c2C#N)cc1OC,4,-1,3,0.6,2.9,4,2.3,-6,-1,-5
CCN(CC)P(=O)(Nc1ccc(SC(F)F)cc1)c1ccc(N(C)C)cc1NC(=O)c1ccco1 (stereo not drawn),2,-9,-4,-0.2,6.3,21,2.3,-19,1,-3
CC(O)(c1cccc(F)c1)c1nc(-c2cccc(C(F)(F)F)c2)cs1 (stereo not drawn),7,.,-2,-0.2,4.2,2,-0.8,-3,-1,-2
